Screening data (PubChem BioAssay)
A549 tox: kills or reduces viability of A549 cells in Nrf2 counter-screen; A549 ARE-Fluc cells, CellTiter-Fluor viability, 18-24 h; Potency, µM (top dose mostly 46 µM), inactives show at the highest dose activity change, negative = cytotoxicity, actives largely listed as inhibitors; actives 0.16% (n = 390,000); AID 504648; further: potency means the concentration at half of the fitted maximal effect; on the % scale 0 is the no-effect control and ±100 the full control effect
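A549 ARE_Fluc cells in 5% FBS OPTI-MEM were exposed to compounds in concentration-response for 18-24 h at 37 deg C. Viability was read by CellTiter-Fluor fluorescence (Ex 405/Em 525) after 30 min, before the luciferase read.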
MmCpn inh: blocks the Methanococcus maripaludis chaperonin Mm-Cpn. purified Mm-Cpn ATPase, ADP Transcreener TR-FRET. Potency, µM (series often up to 76.9 µM), for inactives: top-dose activity, negative = inhibition, usual class: inhibitors. actives 0.031% (n = 330,000). AID 504842; further: potency means the concentration at half of the fitted maximal effect; on the % scale 0 is the no-effect control and ±100 the full control effect; nearly all actives have a fitted effect of over 80% in size
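Quantitative HTS used 25 nM Mm-CPN and 10 uM ATP in magnesium/KCl Tris buffer, pH 7.4, with 1 mM DTT. Hydrolysis ran 30 min at 37°C; ADP was read by HTRF.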
Nrf2 inh: inhibitors of Nrf2 signaling. Potency, µM (series often up to 46 µM), inactives show at the top dose activity change, negative = inhibition, most hits filed as inhibitors. actives 2.1% (n = 360,000). A549 ARE-Fluc reporter, luciferase luminescence, 18-24 h; further: potency means the concentration at half of the fitted maximal effect; on the % scale 0 is the no-effect control and ±100 the full control effect; nearly all actives have a fitted effect of over 60% in size
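Nrf2 function is reported as luminescence of an ARE-controlled luciferase in A549 cells. Compounds were tested at several concentrations, and a CellTiter-Fluor read on the same wells flagged cytotoxicity.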
CCT chaperon mod: changes cytosolic chaperonin activity | AID 651819 | actives 0.3% (n = 360,000) | activity change, % (test concentration not listed), hits read low | purified chaperonin ATPase assay, HTRF ADP detection, 30 min; in the data active means activity change below about -30%; further: on the % scale 0 is the no-effect control and ±100 the full control effect
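TRiC (40 or 20 nM final, by batch activity) in 30 mM Tris pH 7.4, 100 mM KCl, 5 mM MgCl2, 1 mM DTT was treated with compound at 76 uM single dose, then 10 uM ATP, 30 min at 37 °C. ADP was read by HTRF Transcreener.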
Abeta rescue: compounds reversing amyloid beta toxicity in yeast | actives 0.063% (n = 410,000) | Potency, µM (titrated, usually from 46.1 µM), for the others: top-dose growth rescue, hits mostly activators | yeast expressing A-beta42, growth rescue, OD600, 48 h; response scale: 0% DMSO, 100% iron-clioquinol control; further: potency means the concentration at half of the fitted maximal effect; nearly all actives have a fitted effect of over 55% in size
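Yeast A-beta toxicity model in growth medium with pinned compounds, 48 h at 30 C; growth read as absorbance at 600 nm. Normalized to FeCl3/clioquinol equimolar mix (positive) and DMSO (negative).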
TGFb inhibitor: TGF-b pathway inhibition; Potency, µM (titrated, usually from 46.1 µM), inactives show top-dose activity, negative = inhibition, actives largely listed as inhibitors; AID 588855; actives 1.2% (n = 410,000); HepG2 CAGA-GFP TGF-b/SMAD3 reporter, GFP fluorescence, 18 h; TGF-beta stimulated, 500 pg/mL final; further: potency means the concentration at half of the fitted maximal effect; on the % scale 0 is the no-effect control and ±100 the full control effect; nearly all actives have a fitted effect of over 65% in size
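Cell-based qHTS in HEPG2 carrying a CAGA-GFP Smad reporter; compounds added before 500 pg/mL final TGF-beta, 18 h incubation at 37 degrees C, GFP fluorescence quantified per cell by imaging cytometry.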
Nrf2 activator: Nrf2 pathway activation; AREc32 ARE-luciferase reporter (MCF7-derived line), luminescence, 24 h; Potency, µM (top dose mostly 46.1 µM), for inactives: at the top dose activation, most hits filed as activators; actives 0.31% (n = 410,000); further: potency means the concentration at half of the fitted maximal effect; % of control where 0% means no effect; nearly all actives have a fitted effect of over 65% in size
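AREc32_Fluc, 1000 cells/well, OPTI-MEM + 5% FBS, o/n 37 deg C 5% CO2; 23 nL cpd by pin tool, 24 hr; Steady-Glo 30 min RT, luminescence.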
pAkt inh: inhibitors of Akt phosphorylation | Neuro2A IGF-stimulated pAkt S473 HTRF, 20 min; active compounds read low | activity change, % for hits at 50 µM | actives 0.32% (n = 360,000); in the data active means activity change below about -80%; inconclusive means mostly about -51% to -80%; further: on the % scale 0 is the no-effect control and ±100 the full control effect
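Neuro2A cells (4,500/well, DMEM with 0.5% FBS) were treated with compound at a single 50 µM final concentration, stimulated with 6 nM IGF for 20 min at 37 °C, and lysed. Phospho-Akt Ser473 was read by HTRF as 665/615 ratio ×10^4.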
HepG2 viability: counter-screen for TGF-b inhibitors: cytotoxicity in HepG2 cells | HepG2 CAGA-GFP viability, ATP luminescence, 18 h | Potency, µM (highest dose often 46.1 µM), for the others: at the highest dose activity change, negative = cytotoxicity, usual class: cytotoxic | actives 0.76% (n = 410,000); further: potency means the concentration at half of the fitted maximal effect; some results filed as inactive show a strong effect at the top dose
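CellTiter-Glo luminescence gave cytotoxicity after 18 hours at 37 degrees C. The cells were HepG2 CAGA-GFP in 1% FBS DMEM, stimulated with 500 pg/mL TGF-beta after compound addition. %Activity was normalised to no-cell wells (complete cell-killing) and DMSO (no toxicity), and curves were fitted and classified.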
* = called active by the depositor; i = inactive; ? = inconclusive; . = not tested or not shown; & = joins results of further samples; [ ] = remark or other dose. Unless noted, the call rests on the fitted dose curve; in most records, active means well fitted curve in the direction sought with a large enough effect; inconclusive means small, poorly fitted or top-dose-only effect, or another doubt; inactive means no such curve, though single readings can be large; an effect the other way counts as inactive or inconclusive. Hits appear at their usual frequency. Share with any hit: about 4.3%.

SMILES	A549 tox	MmCpn inh	Nrf2 inh	CCT chaperon mod	Abeta rescue	TGFb inhibitor	Nrf2 activator	pAkt inh	HepG2 viability
C[C@@H](C(=O)N1CCNCC1)n1cc(CCC(=O)O)nn1	1%	.	16%	-0.7	-14%	1%	-0.2%	i	-2%
O=C(Nc1cccc(C(=O)OCc2cc(=O)n3c4c(sc3n2)CCCC4)c1)c1cccc(Cl)c1	0%	.	.	.	-10%	11%	-0.9%	.	7%
COc1ccc(C2CC(c3ccc(OC)c(OC)c3)=NN2S(C)(=O)=O)cc1 (stereo unspecified)	-3%	3%	?	-2.4	9%	-21%	0.2%	i	-22%
O=c1c2ccccc2nc(/C=C/c2cccc([N+](=O)[O-])c2)n1CCO	1%	1%	-4%	-6.6	-13%	-3%	?	i	-4%
COc1ccc(C(=O)[C@H]2[C@H]3C(=O)N(c4ccccc4)C(=O)[C@H]3C3C=CC=NN32)cc1 (stereo partly specified)	4%	-18%	11%	-1.1	-18%	-7%	4.2%	i	-4%
CC(=O)Nc1ccc(NC(=S)NC(=O)C2CCCC2)cc1	0%	2%	8%	-0.5	-11%	0%	0.1%	i	11%
COCCn1c(SCC(=O)N2CCCCC2)nc2cccnc21	-4%	-3%	7%	-3.8	-4%	2%	-0.1%	i	-8%
COc1ccc(NC(=O)CN(C)C(=O)c2csc3c2CCCC3)cc1	0%	0%	3%	0.4	1%	1%	-0.1%	i	-1%
Cc1nnc(SCC(=O)Nc2ccc(N3CCOCC3)cc2)n1Cc1ccccc1	10%	0%	-1%	0.7	11%	8%	-0.6%	i	-2%
Cc1cc2cc(CNC(=S)NCc3ccccc3)ccc2n1C	3%	?	-12%	-1.7	?	?	2.0%	i	-34%
CCc1ccc(NC(=O)NCCN2CCCCC2)cc1	10%	-3%	1%	0.2	7%	-18%	0.7%	i	-1%
CCOc1ccc(OCC)c(NC(=O)CCn2c(=O)oc3ccccc32)c1	-1%	1%	-1%	-1.6	-15%	6%	-0.4%	i	1%
CSc1ccc(CN2C(=O)C(C)ON=C2c2ccccc2F)cc1 (stereo unspecified)	.	.	.	-2.8	-14%	-8%	3.5%	i	3%
CCOc1ccc(C2C(C#N)=C(N)Oc3cc(C)[nH]c(=O)c32)cc1OC (stereo unspecified)	0%	-1%	1%	-4.1	0%	-16%	1.7%	i	-9%
COC(=O)CC(NS(=O)(=O)c1cccs1)c1ccc2c(c1)OCO2 (stereo unspecified)	0%	-5%	0%	-0.6	5%	0%	-1.8%	i	-2%
O=C(CC1=NC2(CCCC2)Cc2ccccc21)N1CCOCC1	-1%	0%	0%	-3.8	-3%	-9%	-0.8%	i	-29%
CCCCNC(=O)COn1nnc2ccc(S(=O)(=O)N3CCOCC3)cc21	-6%	-1%	8%	1.4	-13%	?	0.2%	i	10%
CCCCNC(=O)Nc1nnc(-c2ccc(Cl)cc2)o1	-5%	-1%	-8%	0.8	-13%	5%	-0.5%	i	-2%
Cc1ccc(-n2nnc3c(sc4nc(C)c(C)cc43)c2=O)cc1Cl	6%	.	23%	.	-7%	28%	0.1%	.	10%
CCNC(=O)Nn1c(C)nnc1C	-4%	2%	16%	-1.5	13%	7%	-0.2%	i	6%
COc1ccc(NS(=O)(=O)c2cccc(C(=O)NCC(c3ccc(OC)cc3)N3CCCC3)c2)cc1 (stereo unspecified)	-17%	1%	4%	-4.5	8%	23%	3.7%	i	-33%
CCOC(=O)[C@]12CCC=C1N(CCC1=CCCCC1)C(=O)[C@H](CC(=O)NCCCCc1ccccc1)C2	.	.	.	0.9	-17%	.	5.2%	i	.
COc1ccc(-c2ccccc2)cc1NC(=O)[C@@H]1O[C@H](CO)[C@@H](O)[C@H]1O	.	.	.	0.8	-20%	-15%	0.2%	i	-14%
O=C(c1ccccc1F)N1CCN(S(=O)(=O)c2ccc3ccccc3c2)CC1	-12%	1%	-28%	0.0	14%	?	-0.4%	i	-18%
CC(=O)c1c(OC(=O)c2ccccc2Br)ccc2c(C)cc(=O)oc12	-1%	-1%	-9%	0.2	1%	0%	-0.7%	i	8%
Next section.
SMILES	A549 tox	MmCpn inh	Nrf2 inh	CCT chaperon mod	Abeta rescue	TGFb inhibitor	Nrf2 activator	pAkt inh	HepG2 viability
O=C(COC(=O)CNC(=O)c1ccccc1)NC1CCCC1	-5%	-2%	-8%	-0.2	-6%	-5%	0.3%	i	4%
COc1cccc(-c2nc(N3CCN(C)CC3)c3ccccc3n2)c1O	-3%	1%	?	1.2	1%	?	8.8%	i	-25%
COC(=O)C1=C(N)Oc2cc(C)n(Cc3cccnc3)c(=O)c2C1c1ccccc1OC (stereo unspecified)	-2%	0%	6%	1.0	27%	17%	0.2%	i	1%
Cc1ccc(C2(C)NC(=O)N(CC(=O)NC(C)c3ccccc3)C2=O)cc1 (stereo unspecified)	5%	-3%	6%	-1.7	-6%	-11%	-0.3%	i	-4%
C[C@@H](O)Cc1cn(CC(=O)NCCCCCCCCCCC(=O)N2CCNCC2)nn1	10%	0%	1%	-1.4	-11%	2%	-0.5%	i	-51%
CCOc1ncccc1C(=O)OCC(=O)c1c[nH]c2ccccc12	1%	-3%	7%	-0.7	20%	27%	8.1%	i	28%
CCOc1ccc(NC(=O)Nc2ccccc2C(N)=O)cc1	6%	-1%	-6%	-2.2	-54%[inhibitor]	-6%	0.5%	i	-1%
CCc1ccc2[nH]c(=O)c(CN(Cc3ccco3)Cc3nnnn3Cc3ccco3)cc2c1	-7%	.	?	.	.	-5%	.	.	-1%
CC1=NN(S(=O)(=O)c2ccc(C)cc2)C(=O)c2ccccc2O1	0%	-1%	?	0.4	-7%	-2%	1.0%	i	2%
Cc1ccc2c(c1)N(CCCC(=O)Nc1cccc(C(F)(F)F)c1)C(=O)CO2	1%&-6%	-1%	-29%&-34%	0.8	-7%&10%	3%	2.7%&5.4%	i	-7%&-27%
O=C(C1CCCCC1)N1CCC2CC1c1cc(Cl)ccc12 (stereo unspecified)	1%	.	5%	0.0	3%	7%	0.7%	i	12%
O=C(COc1ccccc1F)Nc1nnc(-c2ccncc2)s1	.	-13%	-23%	0.1	0%	8%	-0.2%	i	-17%
CCOC(=O)N1CCc2c(sc(NC(=O)C3=COCCO3)c2C(N)=O)C1	1%	2%	7%	2.5	-8%	-10%	0.3%	i	-6%
COc1ccc(C(=O)OCC(=O)NC(C)CCc2ccccc2)cc1OC (stereo unspecified)	0%	-1%	-1%	-0.3	-16%	6%	-0.3%	i	4%
CC(C)(C)C(=O)N1CCN(c2nc3ccc(Br)cc3s2)CC1	-13%	-1%	-1%	-0.4	-14%	-15%	3.2%	.	0%
CC(/C=N/n1c(-c2ccc(C)cc2)n[nH]c1=S)=C\c1ccco1	16%	2%	13%	0.7	-5%	-7%	?	i	-8%
Cc1ccc(N2C(=O)CC(Sc3nccc(C)n3)C2=O)cc1 (stereo unspecified)	-6%	-4%	-5%	-53*	13%	19%	-2.0%	i	0%
Cc1c(NC(=O)Cn2ccc([N+](=O)[O-])n2)c(=O)n(-c2ccccc2)n1C	13%	1%	-4%	-1.3	-1%	32%[activator]	3.6%	.	-25%
Cc1ccc(CC2SC(=Nc3ccccc3)N(c3ccccc3)C2=O)cc1 (stereo unspecified)	3%	0%	?	3.8	-25%	?	3.2%	i	-5%
O=C(CN1C(=O)CCSc2ccc(S(=O)(=O)N3CCCC3)cc21)Nc1cccc(F)c1	6%	.	.	.	1%	-2%	-0.7%	.	-8%
COCCNC(=O)c1ccc2c(c1)N(Cc1ccc(C(F)(F)F)cc1)C(=O)c1ccccc1S2	-14%	.	?	.	2%	?	-0.5%	.	-31%
CC(CN1CCCCC1)OC(=O)c1cccc(F)c1 (stereo unspecified)	3%	-7%	1%	1.4	2%	-6%	0.0%	i	-8%
O=C1CC(N(Cc2ccco2)C(=O)Nc2ccc(F)cc2)C(=O)N1c1ccc(F)cc1 (stereo unspecified)	-3%	0%	.	-2.4	-8%	17%	-0.7%	i	-2%
COc1ccc(C(CNC(=O)Cc2ccc(-c3ccccc3)cc2)N(C)C)cc1 (stereo unspecified)	0%	-4%	4%	0.4	-10%	-9%	4.6%	i	-28%
COc1ccc(Cl)cc1NC(=O)c1nnn(CC(=O)Nc2ccc(OC)c(OC)c2)c1N	0%	1%	-7%	-1.4	-13%	-3%	-0.6%	.	-3%
Cc1ccc2nc(NC3=NC4(CCCC4)C4=C(CCCC4=O)N3)oc2c1	-10%	.	0%	.	-21%	-15%	0.3%	.	-68%
Cc1ccc(S(=O)(=O)NC(N)=NCCc2ccccc2)cc1C	13%	0%	3%	-1.6	-10%	-17%	0.3%	i	-6%
CCN(CC(=O)Nc1ccccc1C(F)(F)F)C(=O)CSCc1ccc(C)cc1	2%	-1%	-20%	-0.2	1%	-8%	-1.5%	i	5%

4 entries from above, with two lines to a compound:
Every second line gives: A549 tox | MmCpn inh | Nrf2 inh | CCT chaperon mod | Abeta rescue | TGFb inhibitor | Nrf2 activator | pAkt inh | HepG2 viability
O=C(C1CCCCC1)N1CCC2CC1c1cc(Cl)ccc12 (stereo unspecified)
  1% | . | 5% | 0.0 | 3% | 7% | 0.7% | i | 12%
O=C(COc1ccccc1F)Nc1nnc(-c2ccncc2)s1
  . | -13% | -23% | 0.1 | 0% | 8% | -0.2% | i | -17%
CCOC(=O)N1CCc2c(sc(NC(=O)C3=COCCO3)c2C(N)=O)C1
  1% | 2% | 7% | 2.5 | -8% | -10% | 0.3% | i | -6%
COc1ccc(C(=O)OCC(=O)NC(C)CCc2ccccc2)cc1OC (stereo unspecified)
  0% | -1% | -1% | -0.3 | -16% | 6% | -0.3% | i | 4%
